Bioassay records deposited in PubChem by several laboratories.
S1P3 antag – antagonists of human S1P3 receptor. CHO S1P3 NFAT-BLA reporter, FRET fluorescence, antagonist mode. inhibition, % at 4.98 µM. 170,000 tested, 0.27% active;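 active means inhibition above the plate cutoff, the mean inhibition of test wells on that plate plus 3 SD, cut at about 28% in these data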;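 further: cells challenged with S1P at its EC80 of 0.8 µM; blue over green emission ratio from cleaved BLA substrate after 4 h stimulation; 0% = S1P-stimulated wells and 100% = unstimulated DMSO-only wells; some compounds past the cut are filed as inactive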
Target sequence (Q99500 whole entry, looked up): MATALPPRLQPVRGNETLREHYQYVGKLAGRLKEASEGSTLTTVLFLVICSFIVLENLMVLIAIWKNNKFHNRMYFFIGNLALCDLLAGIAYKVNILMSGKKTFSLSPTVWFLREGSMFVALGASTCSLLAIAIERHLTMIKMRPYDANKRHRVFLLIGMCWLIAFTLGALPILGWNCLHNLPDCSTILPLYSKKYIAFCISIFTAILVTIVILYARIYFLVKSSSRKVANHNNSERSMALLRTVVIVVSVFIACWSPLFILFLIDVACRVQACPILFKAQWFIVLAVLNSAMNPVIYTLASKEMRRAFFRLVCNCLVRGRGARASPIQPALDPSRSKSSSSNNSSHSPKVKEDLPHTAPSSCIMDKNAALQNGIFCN
RAM inhibit – inhibitors of the yeast RAM network | inhibition, % at 50 µM | S. cerevisiae dse1pr::URA3 reporter, 5-FOA growth OD615, 2 d; analog-sensitive cbk1-as2 kinase mutant strain | 190,000 tested, 1.8% active | AID 868;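 active means inhibition above a set limit, 3 SD over mean compound inhibition, cut at about 8.4% in these data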;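 further: 0% = DMSO-only wells with no growth and 100% = 10 µM 1-NA-PP1 full growth; inhibition rescues growth on 5-FOA so higher OD means more RAM inhibition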
PPARg SRC-2 ag – agonists of SRC-2 recruitment by human PPARgamma | P37231 | activation, % at 8 µM | 200,000 tested, 0.34% active | PPARgamma LBD-SRC-2 recruitment, biochemical; in the data active means activation above about 22%;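 further: 0% = vehicle and 100% = reference agonist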
Target sequence (P37231 whole entry, looked up, the tested form may be a part): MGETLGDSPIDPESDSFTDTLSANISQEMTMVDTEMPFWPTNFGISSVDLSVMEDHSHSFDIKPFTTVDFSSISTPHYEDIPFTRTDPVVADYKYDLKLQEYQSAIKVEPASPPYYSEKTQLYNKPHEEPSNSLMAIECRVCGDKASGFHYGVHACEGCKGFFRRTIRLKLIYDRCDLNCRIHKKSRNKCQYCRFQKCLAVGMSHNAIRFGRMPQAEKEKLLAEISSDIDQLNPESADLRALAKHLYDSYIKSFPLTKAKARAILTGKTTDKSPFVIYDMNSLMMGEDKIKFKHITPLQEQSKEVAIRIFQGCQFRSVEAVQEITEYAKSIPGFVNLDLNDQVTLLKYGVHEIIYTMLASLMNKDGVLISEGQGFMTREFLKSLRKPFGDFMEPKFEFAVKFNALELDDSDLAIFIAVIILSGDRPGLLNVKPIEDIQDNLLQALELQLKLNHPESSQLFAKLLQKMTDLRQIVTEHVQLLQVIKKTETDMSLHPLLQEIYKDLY
Lmaj promast – inhibitors of Leishmania major promastigote growth. Leishmania major promastigotes, resazurin fluorescence viability. inhibition, % at 10 µM. 200,000 tested, 9% active; in the data active means inhibition above about 50%;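 further: promastigotes grown with compound for 44 hours at 28 °C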
PPARg SRC-1 ag – PPARgamma-driven SRC-1 recruitment agonism; activation, % at 8 µM; PPARgamma-SRC-1 coactivator recruitment biochemical assay; 200,000 tested, 0.41% active; P37231; AID 631; in the data active means activation above about 19%;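 further: 0% = DMSO and 100% = reference agonist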
Redox H2O2 prof – compounds producing H2O2 with reducing agent – biochemical, NIH compound library profiling, artefact control for MLSCN library redox annotation, primary screen; activation, % at 10 µM; 200,000 tested, 0.03% active; AID 878; DTT-dependent redox cycling H2O2, phenol red/HRP absorbance; 100% = 100 µM peroxide control, 0% = buffer;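 active means activation of at least 50% relative to the plate's high and low controls in the primary single-dose screen; inactive means activation below 50%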;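 further: compound incubated with DTT at 0.8 mM final as the reducing agent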
ROMK mod – human ROMK K+ channel modulation, primary screen | P48048 | Tet-inducible ROMK, thallium flux fluorescence; actives lie on both sides | B-score at 10 µM | 130,000 tested, 2% active;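 active means signal ratio slope over the read window, or its plate-corrected B-score, at least 3 SD from the plate mean, either direction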;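 further: B-score of the F/F0 ratio slope over 7 to 12 s after thallium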
SRC2 TRFRET art – counter-screen for PPARgamma SRC-2 recruitment agonists: TR-FRET artefact; TR-FRET ratio at 8 µM; stronger effect = higher value; AID 1049; 200,000 tested, 0.4% active; in the data active means TR-FRET ratio above about 2000; further: inactives centre near 1500; reference of the scale not given here
HMGR II inh – inhibitors of class II HMG-CoA reductase from Enterococcus faecalis | inhibition, % at 10 µM | purified E. faecalis HMGR, NADPH absorbance 340 nm kinetic | 190,000 tested, 0.41% active;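 active means inhibition above a set limit, the median over all tested compounds plus 3 SD, cut at about 9.5% in these data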;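 further: enzyme runs in reverse so mevalonate oxidation gives rising NADPH absorbance; 0% = complete reaction with DMSO and 100% = background rate lacking mevalonate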
bIAP inhibitor – blocks bovine intestinal alkaline phosphatase activity. AID 1019. inhibition, % at 20 µM. purified bovine IAP, CDP-star luminescence, 30 min. 190,000 tested, under 10 active;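 active means over 50% inhibition of intestinal alkaline phosphatase at 20 µM in the single-dose screen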
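System: purified bovine intestinal alkaline phosphatase (IAP) enzyme; Input: IAP diluted 1/65,000,000 in the well; Measured by: CDP-star luminescence signal; Compound dosing: 20 µM single dose; Incubation: 30 min reaction at room temperature.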
PPARg SRC3 recr – PPARgamma-driven SRC-3 recruitment agonism. P37231. biochemical PPARgamma/SRC-3 coactivator recruitment assay. activation, % at 8 µM. 200,000 tested, 0.26% active; in the data active means activation above about 23%;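 further: 0% = DMSO and 100% = reference agonist; some compounds past the cut are filed as inactive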
* = called active by the depositor; nt = not tested or not shown.

SMILES | S1P3 antag | RAM inhibit | PPARg SRC-2 ag | Lmaj promast | PPARg SRC-1 ag | Redox H2O2 prof | ROMK mod | SRC2 TRFRET art | HMGR II inh | bIAP inhibitor | PPARg SRC3 recr
O=C1c2ccccc2NC(c2ccc(O)cc2)N1/N=C/c1ccc(O)cc1 (stereo not drawn) | 1 | 0.9 | 1 | 67* | -7 | -0.1 | 0.5 | 1523 | -1 | 4 | -3
Nc1nnc(SCC(=O)OCC(=O)NC23CC4CC(CC(C4)C2)C3)s1 | -17 | 1.7 | -6 | 11 | 4 | -1.8 | 0.6 | 1407 | -1 | -3 | -1
O=C(CSc1ncn[nH]1)N1N=C2/C(=C/c3ccco3)CCCC2C1c1ccco1 (stereo not drawn) | nt | 2.3 | 5 | 14 | 2 | 0.8 | nt | 1540 | -2 | -39 | 10
CCCSc1nc(C)cc(=O)[nH]1 | -3 | 1.1 | 1 | 0 | 1 | 0.7 | 0.03 | 1429 | 1 | 9 | -1
Clc1ccccc1Cc1noc(CN2CCCCC2CCc2ccccn2)n1 (stereo not drawn) | 0 | -0.4 | -2 | 2 | 4 | -1.1 | nt | 1527 | 0 | -5 | -1
CC(=O)Nc1cccc(NC(=O)c2ccco2)c1 | -31 | 0.6 | 1 | -7 | -5 | -2.4 | nt | 1416 | 4 | -3 | -2
COc1ccc2cc(S(=O)(=O)N3CCOCC3)ccc2c1 | 20 | 0.7 | 2 | 0 | -2 | -0.3 | nt | 1328 | 0 | 2 | -8
C=CCNC(=S)N(Cc1ccccc1)Cc1ccccc1 | 13 | 0.4 | -7 | 18 | 0 | -2.0 | 0.015 | 1606 | -7 | 16 | -1
CC(=O)C1=C(C)Nc2ncnn2C1c1ccccc1Cl (stereo not drawn) | 11 | -0.4 | -5 | 2 | -1 | 2.7 | nt | 1546 | -5 | 7 | -10
CN(C)S(=O)(=O)c1ccc(NC(=O)/C=C/c2ccccc2Cl)cc1 | -4 | 1.7 | 3 | 27 | 11 | 0.7 | nt | 1630 | 2 | 17 | 2
CCc1ccc(OCC(=O)Nc2ccc(-c3nc4ccccc4o3)c(O)c2)cc1 | -30 | -0.5 | 2 | 0 | 18 | 2.9 | nt | 1588 | 0 | -63 | 3
CCC(c1nnnn1Cc1ccco1)N(Cc1cc2cc(C)cc(C)c2[nH]c1=O)CC1CCCO1 (stereo not drawn) | -39 | 1.4 | 7 | -8 | 0 | 1.4 | nt | 1725 | 2 | 13 | 15
COc1cc2cc(CN(Cc3cccs3)C(=S)Nc3ccccc3)c(=O)[nH]c2cc1OC | -3 | 6.4 | -1 | 81* | 2 | -0.1 | 0.19 | 1479 | -1 | 7 | 0
CCCc1nc2ccccc2[nH]1 | nt | 0.7 | 2 | 1 | 3 | -0.2 | nt | 1487 | 3 | 11 | -2
COC(=O)N/N=C/c1cn(Cc2ccccc2Cl)c2ccccc12 | -1 | -0.3 | -11 | 75* | 2 | 0.9 | -1.1 | 1712 | -2 | 14 | -6
CCc1nnc(NS(=O)(=O)c2ccc(NC(=O)/C=C/c3ccccc3Cl)cc2)s1 | -5 | 8.8* | -5 | -6 | 7 | 0.6 | 1.4 | 1516 | 6 | 1 | 0
Cc1cc(C)c2c(-n3cccc3)n[nH]c2n1 | nt | 0.3 | -3 | 1 | 6 | -3.1 | nt | 1439 | 1 | 8 | 4
O=c1[nH]cnc2c1ncn2[C@H]1CC[C@@H](CO)O1 | 4 | nt | -1 | nt | -1 | nt | nt | 1380 | -1 | 6 | 0
Cc1nnc(N/N=C\c2ccc(-c3cccc(C(=O)O)c3)o2)n1N | -2 | 0.5 | -8 | -5 | 10 | -0.7 | 0.043 | 1546 | -5 | -8 | -2
COCCCNC(=O)c1cc2c(s1)CS(=O)(=O)C2 | nt | -1.1 | 5 | -3 | 4 | -0.6 | 1.2 | 1518 | -3 | 6 | 3
N#CC1(C#N)CC(C=O)=C(N)C1(C#N)CC(=O)C12CC3CC(CC(C3)C1)C2 (stereo not drawn) | -11 | 0.0 | 10 | 0 | 6 | 0.2 | -1.2 | 1607 | -5 | 4 | 8
CC(=O)Nc1ccc(C(=O)OCC(=O)NCc2ccc(Cl)cc2)cc1 | 9 | 2.0 | 9 | -3 | 4 | -0.5 | nt | 1767 | 0 | 9 | 1
CC1(C)CC(=O)c2c(noc2-c2ccccc2)C1 | -14 | -0.2 | -4 | -3 | 3 | -0.5 | -0.051 | 1624 | -1 | 6 | -6
COc1ccc(C2CC(c3ccco3)n3ncnc3N2)cc1 (stereo not drawn) | -15 | 2.3 | 6 | -4 | 2 | -0.4 | nt | 1593 | -5 | 0 | -2
COCCNC(=O)c1ccc(NC(C)=O)cc1 | nt | 1.8 | 5 | 0 | 1 | -0.2 | 0.16 | 1654 | -2 | 5 | 0
Cc1cc(NC(=O)c2cnccn2)no1 | -36 | 0.9 | 1 | -2 | -2 | -0.3 | 0.75 | 1493 | 0 | -4 | 5
CCOC(=O)c1c(C)nc2sc(C(=O)Nc3ccc(C(C)=O)cc3)c(N)c2c1-c1ccc(OC)cc1 | nt | 6.2 | 11 | 95* | 16 | 1.6 | -1.9 | 1682 | -2 | 10 | 6
COc1ccc(Cn2nnnc2CN(Cc2cc3cccc(C)c3[nH]c2=O)C2CCCC2)cc1 | 12 | 0.8 | 11 | 34 | 8 | 0.6 | nt | 1628 | 0 | 0 | 9
CCOc1ccc(-c2ccc(/C=C3/C(=N)N4C(C)=CSC4=NC3=O)o2)c([N+](=O)[O-])c1 | -1 | 4.7 | 7 | -3 | 2 | 0.2 | 0.41 | 1441 | -1 | -12 | 2
CC(SCC(=O)NC12CC3CC(CC(C3)C1)C2)C(=O)O (stereo not drawn) | -4 | 1.7 | 0 | 56* | 1 | 0.2 | 0.063 | 1529 | -2 | 8 | 3
O=C(Cn1cnc2c(cnn2-c2ccccc2)c1=O)NC1CCCC1 | 4 | -0.2 | -1 | -7 | -5 | -0.6 | nt | 1596 | -4 | 10 | 2
COC(=O)c1sc(NC(=O)/C=C/c2ccc(C)cc2)nc1C | -7 | 1.5 | -1 | -10 | 4 | -0.4 | 1 | 1517 | -5 | -5 | 0
CCOc1ccc(NC(C)c2cc(Cl)ccc2O)cc1 (stereo not drawn) | 36 | 2.8 | -11 | 1 | -2 | -0.3 | nt | 1645 | -5 | 14 | 8
CCOC(=O)c1[nH]c2ccc(OC)cc2c1NC(=O)CCN1CCN(Cc2ccccc2)CC1 | nt | 1.9 | 7 | 9 | 4 | -1.2 | -2.9 | 1491 | -4 | -2 | -2
Cc1ccnc(NC(=O)c2ccc(Cl)c(NC(=O)CCc3ccccc3)c2)c1 | -1 | -0.3 | 4 | 26 | -1 | -0.1 | 0.72 | 1641 | 2 | 0 | 4
O=C(c1ccc(=O)[nH]c1)N(Cc1ccco1)C1(C(=O)NC2CCCC2)CCCCC1 | nt | -0.1 | 2 | -4 | 8 | 0.2 | 1.9 | 1464 | -2 | 4 | 4
CC(Sc1n[nH]c(N)n1)c1nc2scc(-c3cccs3)c2c(=O)[nH]1 (stereo not drawn) | nt | 0.9 | 8 | -4 | 7 | -0.2 | nt | 1668 | 0 | -70 | 5
CC(C)c1ccc(S(=O)(=O)c2cn(Cc3ccc(F)cc3)c3cc4c(cc3c2=O)OCO4)cc1 | 5 | 3.9 | 8 | 98* | 11 | 0.2 | 0.019 | 1646 | -5 | 4 | 2
CCOC(=O)C1=C(CSc2nc(-c3ccncc3)ccc2C#N)OC(N)=C(C#N)C1c1cccnc1 (stereo not drawn) | nt | 0.7 | -1 | -5 | 5 | 1.0 | -1.4 | 1564 | -6 | 2 | -2
Cc1noc(C)c1C(=O)NC(C)C1CCCO1 (stereo not drawn) | -5 | 0.3 | -4 | -5 | -6 | 3.2 | nt | 1498 | 1 | 12 | -15

In a second layout: entries from further up.
O=C(Cn1cnc2c(cnn2-c2ccccc2)c1=O)NC1CCCC1
  S1P3 antag: 4; RAM inhibit: -0.2; PPARg SRC-2 ag: -1; Lmaj promast: -7; PPARg SRC-1 ag: -5; Redox H2O2 prof: -0.6; ROMK mod: nt; SRC2 TRFRET art: 1596; HMGR II inh: -4; bIAP inhibitor: 10; PPARg SRC3 recr: 2

COc1ccc(C2CC(c3ccco3)n3ncnc3N2)cc1 (stereo not drawn)
  S1P3 antag: -15; RAM inhibit: 2.3; PPARg SRC-2 ag: 6; Lmaj promast: -4; PPARg SRC-1 ag: 2; Redox H2O2 prof: -0.4; ROMK mod: nt; SRC2 TRFRET art: 1593; HMGR II inh: -5; bIAP inhibitor: 0; PPARg SRC3 recr: -2

CCOc1ccc(NC(C)c2cc(Cl)ccc2O)cc1 (stereo not drawn)
  S1P3 antag: 36; RAM inhibit: 2.8; PPARg SRC-2 ag: -11; Lmaj promast: 1; PPARg SRC-1 ag: -2; Redox H2O2 prof: -0.3; ROMK mod: nt; SRC2 TRFRET art: 1645; HMGR II inh: -5; bIAP inhibitor: 14; PPARg SRC3 recr: 8

CC(SCC(=O)NC12CC3CC(CC(C3)C1)C2)C(=O)O (stereo not drawn)
  S1P3 antag: -4; RAM inhibit: 1.7; PPARg SRC-2 ag: 0; Lmaj promast: 56*; PPARg SRC-1 ag: 1; Redox H2O2 prof: 0.2; ROMK mod: 0.063; SRC2 TRFRET art: 1529; HMGR II inh: -2; bIAP inhibitor: 8; PPARg SRC3 recr: 3

Other compounds.
SMILES | S1P3 antag | RAM inhibit | PPARg SRC-2 ag | Lmaj promast | PPARg SRC-1 ag | Redox H2O2 prof | ROMK mod | SRC2 TRFRET art | HMGR II inh | bIAP inhibitor | PPARg SRC3 recr
O=C(CCCCn1c(=O)[nH]c2ccsc2c1=O)NCC1CCCO1 (stereo not drawn) | nt | 1.8 | -1 | -8 | 2 | -2.3 | nt | 1435 | -2 | 9 | -7
CCCn1nc(Oc2nc(N(C)C)nc(N(C)C)n2)ccc1=O | 10 | 0.0 | 0 | -4 | 0 | -0.4 | 0.73 | 1573 | 0 | -5 | 7
CCN(C(=O)c1cn(C)c(=O)c2cc(OC)c(OC)cc12)c1ccccc1C | -1 | 0.0 | -7 | 4 | 2 | 0.9 | nt | 1311 | -3 | -7 | 5
CC(=O)Nc1ccc(/C=N/NC(=O)CCN2CCN(c3ccccc3)CC2)cc1 | -1 | 0.8 | 3 | 0 | -2 | 0.1 | -0.6 | 1492 | 0 | -13 | -1
Cc1onc(-c2ccccc2Cl)c1C(=O)Nc1cc(=O)n(C)c(=O)n1C | 8 | nt | -5 | -8 | 1 | 2.5 | nt | 1573 | nt | nt | 5
CCCN(CC(=O)Nc1ccccc1C)C(=O)CCl | -13 | 0.4 | 4 | 53* | 7 | -0.4 | -0.62 | 1549 | -3 | -13 | 4
CNC(=O)n1ccc(C(=O)N2CCCCC2)n1 | -17 | 2.5 | -1 | -2 | -1 | 0.4 | nt | 1570 | -5 | 13 | 3
CC(=O)C(Sc1ncnc2c1nnn2-c1ccc(F)cc1)C(=O)N(C)C (stereo not drawn) | -15 | 3.7 | -7 | -12 | 7 | -2.3 | nt | 1587 | -2 | 13 | -6
